CRFBP-R2 block: antagonists of CRF-binding protein/CRF-R2 receptor complex; AID 588475; actives 0.59% (n = 350,000); HEK293 CRF-R2/CRF-BP, CRF-induced calcium fluorescence; inhibition, % at 11.8 µM;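 active = inhibition of the ligand-induced calcium signal above about 50% at the single tested concentration, limit read from the data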
DNA FID counter: displaces DNA intercalator in HCV helicase counter-screen | inhibition, % at 7.9 µM | actives 0.17% (n = 290,000) | DNA fluorescent intercalator displacement, fluorescence; in the data active = inhibition above about 37%;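 note: 0% = vehicle and 100% = reference compound; higher means more ethidium bromide displaced from hairpin DNA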
MEKK2wt PB1 HTS: raises or lowers MEK5 binding to wildtype human MEKK2 PB1 domain; actives 1.1% (n = 290,000); Q9Y2U5; binding response (% of control), % at 10 µM; bead flow cytometry, Alexa488-MEK5 binding to MEKK2 WT; actives lie on both sides; in the data active = binding response below about 67% or above about 130%
SUMO HTRF inh: blocks human SUMOylation mediated by UBC9. actives 0.36% (n = 290,000). HTRF SUMOylation assay, SAE1/SAE2 + UBC9, in vitro. inhibition, % at 35 µM. P63279; in the data active = inhibition above about 50%, passing the limit was not always enough; note: strong numbers were not always called active
Target sequence (P63279 whole entry, looked up): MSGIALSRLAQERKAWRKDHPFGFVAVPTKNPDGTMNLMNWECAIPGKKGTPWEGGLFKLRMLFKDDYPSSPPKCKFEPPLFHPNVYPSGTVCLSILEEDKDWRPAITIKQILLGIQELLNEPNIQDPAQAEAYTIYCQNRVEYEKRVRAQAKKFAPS
HCV NS3 hel inh: HCV NS3 helicase inhibition; NS3 helicase DNA unwinding, Cy5 molecular beacon fluorescence; inhibition, % at 10.9 µM; actives 0.56% (n = 290,000);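 active = inhibition above the mean of all tested compounds plus 3 SD, set per campaign, cut at about 35% in these data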;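 note: 0% = DMSO wells and 100% = thioflavine S control wells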
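Control set: DMSO versus 110 µM thioflavine S; Material: NS3 helicase fragment of HCV; Measured by: Cy5 fluorescence at 0 and 60 min, beacon hairpin quenching; Read-out basis: percent inhibition from t60/t0 fluorescence ratio; Times: reaction time 60 min, 25 °C; Repeats: single replicate; Compound dosing: single dose, 10.9 µM nominal final, DMSO 0.8% final.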
GalR3 antag: human GalR3 antagonism | inhibition, % at 3 µM | O60755 | AID 651719 | actives 0.44% (n = 360,000) | HEK293 GalR3-CNG cAMP membrane potential fluorescence; galR3 body fused to GalR1 C-terminus;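 active = inhibition above the screen-wide average plus 3 SD, cut at about 13% in these data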;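 note: forskolin and galanin both at EC90 stimulate the cells; cAMP rise reported by CNG channel membrane potential dye signal; 0% = forskolin plus galanin with DMSO and 100% = forskolin alone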
Target sequence (O60755 1-299 limits assumed): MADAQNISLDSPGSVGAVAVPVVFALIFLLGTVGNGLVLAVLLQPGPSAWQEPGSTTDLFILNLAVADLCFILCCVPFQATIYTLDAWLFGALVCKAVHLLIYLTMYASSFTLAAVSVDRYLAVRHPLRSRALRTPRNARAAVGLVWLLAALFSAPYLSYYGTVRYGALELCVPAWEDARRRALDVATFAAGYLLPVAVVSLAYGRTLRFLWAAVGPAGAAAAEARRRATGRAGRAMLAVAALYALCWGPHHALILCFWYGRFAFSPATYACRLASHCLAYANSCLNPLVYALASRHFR
MEKK3 PB1 HTS: raises or lowers MEK5 binding to the human MEKK3 PB1 domain; Q99759; bead-based flow cytometry, Alexa488-MEK5 binding to MEKK3; actives lie on both sides; 0 = blocked by unlabeled MEK5, 100 = vehicle; binding response (% of control), % at 10 µM; actives 1.4% (n = 290,000); AID 1529;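 active = binding response more than 3 SD above or below the average of its plate-row segment, actives on both sides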;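 note: Alexa488 bead fluorescence after subtracting the streptavidin-only scavenger bead signal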
Target sequence (Q99759 whole entry, looked up, the tested form may be a part): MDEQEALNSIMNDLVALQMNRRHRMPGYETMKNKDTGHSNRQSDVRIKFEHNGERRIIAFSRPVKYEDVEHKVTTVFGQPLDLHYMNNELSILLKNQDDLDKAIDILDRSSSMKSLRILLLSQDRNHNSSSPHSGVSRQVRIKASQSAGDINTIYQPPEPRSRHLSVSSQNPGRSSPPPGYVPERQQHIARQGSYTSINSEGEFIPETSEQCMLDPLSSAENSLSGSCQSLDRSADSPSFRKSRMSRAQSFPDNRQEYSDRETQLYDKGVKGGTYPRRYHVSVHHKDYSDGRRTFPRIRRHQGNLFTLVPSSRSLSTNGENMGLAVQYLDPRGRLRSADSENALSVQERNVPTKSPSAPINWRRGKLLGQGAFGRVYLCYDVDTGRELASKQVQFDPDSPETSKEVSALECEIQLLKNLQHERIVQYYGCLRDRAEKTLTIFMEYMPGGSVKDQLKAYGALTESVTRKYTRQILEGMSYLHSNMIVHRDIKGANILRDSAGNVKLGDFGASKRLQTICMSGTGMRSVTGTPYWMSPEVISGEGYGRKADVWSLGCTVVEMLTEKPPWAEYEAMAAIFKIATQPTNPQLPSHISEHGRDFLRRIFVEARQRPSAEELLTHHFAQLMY
MEKK2 mut-MEK5: signal of MEK5 binding to mutant human MEKK2 PB1 domain; bead flow cytometry, Alexa488-MEK5 binding to MEKK2 mutant; percent response, % at 10 µM; AID 1530; actives 0.35% (n = 290,000); in the data active = percent response above about 24%, passing the limit was not always enough; note: inactives centre near 1; some results filed as inactive read as strong as hits
CRFBP-R2 agonist: agonists of human CRF-binding protein/CRF-R2 receptor complex; HEK293 CRF-R2/CRF-BP, calcium dye fluorescence (FLIPR); percent of saturating CRF peptide response; activation, % at 13.2 µM; actives 0.46% (n = 350,000); AID 588473;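 active = activation of at least 50%, plus an integration ratio under a set limit after plate pattern correction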;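 note: plate controls were neutral control wells without compound for no effect and CRF at EC100 for full effect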
* hit, by the source's call; / = not tested or not shown; & = joins results of further samples.

SMILES	CRFBP-R2 block	DNA FID counter	MEKK2wt PB1 HTS	SUMO HTRF inh	HCV NS3 hel inh	GalR3 antag	MEKK3 PB1 HTS	MEKK2 mut-MEK5	CRFBP-R2 agonist
CC(=O)Nc1cc(C(=O)N2CCC3(CC2)OCCO3)ccc1Sc1ccc(F)cc1	12	-30	106	-4	-9	-6	114	2	-1.7
Cc1cccc(N2C(=O)NC(=O)C3(Cc4cc(C)ccc4N(C)C3)C2=O)c1 (configuration not stated)	-9	-21	111	0	13	-4	104	7	0.3
CC(C)OCCCNC(=O)c1c(N)n(CC2CCCO2)c2nc3ccccc3nc12 (configuration not stated)	4	-16	99	98*	3	-3	106	5	0.3
Cc1ccc(C(c2nnnn2Cc2ccccc2)N2CC=C(c3ccc(F)cc3)CC2)cc1 (configuration not stated)	0	5	94	14	-3	-7	90	-8	-0.4
O=P(Nc1ccccc1)(Nc1ccccc1)Oc1cccc(Cl)c1	-54	-26	102	-3	-8	0	104	3	-0.8
NC(=O)C1(N2CCCCC2)CCN(Cc2ccccc2)CC1	-31	-2	101	-20	6	-2	102	4	7.1
CNC(=O)Nc1ccc(C(=O)N/N=C\C23CC[C@@H](O)CC2(O)CC[C@@H]2[C@@H]3CCC3(C)C(C4=CC(=O)OC4)CCC23O)cc1 (some centres not stated)	5	-34	95	-4	-1	-3	92	-5	1.3
CCC12C=CCN3CCC4(c5cc(Br)c(OC)cc5N(C)C4C(O)(C(=O)OC)C1OC(C)=O)C32 (configuration not stated)	-13	-27	109	21	-11	-5	102	5	1.1
CC(/C=C(\C)Nc1ccccc1)=Nc1ccccc1	27	3	107	30	5	-6	109	1	0.5
C=CCn1c(O)c(C(CC)=NCCN2CCN(C(=S)NC)CC2)c(=O)[nH]c1=O	1	-3	105	4	-15	-3	110	24	2.9
CCN(CC)C(=O)c1ccc(NC(=O)c2cn(-c3ccccc3)nc2-c2ccc(OC)cc2)cc1	-1	-51	102	-16	-13	2	106	2	1.0
CC(C)CC(=O)NC(Oc1ccc(Cl)cc1)C(Cl)(Cl)Cl (configuration not stated)	10	-3	95	1	0	-8	96	-2	-1.3
O=[N+]([O-])c1cccc(C2N3CCCN23)c1 (configuration not stated)	-14	1	105	-3	-6	-2	103	4	1.3
CC(N)C(=O)c1ccco1 (configuration not stated)	6	-2	103	25	-1	3	107	16	-0.8
O=c1[nH]c(=S)n(C2CC2)c(O)c1/C=N/N1CCOCC1	-11	-2	104	12	4	6	121	0	-1.6
CCNc1ccc(P(=S)(N(C)C)N(C)C)cc1	-5	-3	104	12	3	/	104	4	-1.1
O=C(Nc1ccc(C(F)(F)F)cc1)c1cccn(Cc2ccc3c(c2)OC(F)(F)O3)c1=O	-18	1	109	-16	0	1	105	-1	0.9
CCOP(=O)(OCC)C(NC(=O)NC)C(N)=O (configuration not stated)	1	2	100	-4	11	-6	107	14	-0.4
Clc1ccc(CSC(Cn2ccnc2)c2ccc(Cl)cc2Cl)cc1 (configuration not stated)	-20	1	103	-7	-50	/	104	5	6.2
Clc1ccc2c(c1)C(c1ccccc1Cl)=NCc1nncn1-2	-2	-6	100	-24	2	-4	106	3	2.1
Cc1ccc(NS(=O)(=O)c2ccc(OCC(=O)N3CCN(C)CC3)cc2)cc1	9	4	104	10	-8	1	103	2	0.4
CN(C)/C=C/C(=O)C(Cl)(Cl)Cl	-2	1	105	-7	0	0	104	1	1.6
CC1CCN2c3nc4ccccn4c(=O)c3CC3(C(=O)N(C)C(=O)N(C)C3=O)C2C1 (configuration not stated)	-9	-17	96	32	0	-4	97	-2	-2.5
CN1CCN(CCOC2c3ccccc3CSc3ccc(Cl)cc32)CC1 (configuration not stated)	-32	14	116	-7	-69	-5	76	1	-4.9
CCCCN1C(=O)/C(=C\c2ccco2)C(=O)N(CCc2ccccc2)C1=O	-56	-28	101	22	38*	-2	106	1	10
CCCCn1c(=O)c(C(=O)Nc2nnc(C(C)C)s2)c(O)c2ccccc21	/	6	91	20	-2	/	98	-10	/
O=C(c1ccccc1F)c1cn(Cc2ccccc2)c2ccccc12	5	-3	106	-22	-7	2	105	5	11
Cc1nc2ccccc2c(=O)n1-c1cccc(C(F)(F)F)c1	9	-6	106	7	2	-5	103	18	-2.9
O=CC(Cl)P(=O)(N1CCCCC1)N1CCCCC1 (configuration not stated)	-18	1	101	9	-2	-2	98	6	-1.6
O=c1[nH]c2ccccc2n1CCCN1CCC(n2c(=O)[nH]c3cc(Cl)ccc32)CC1	-38	3	88	18	4	-5	78	-5	0.3
COc1ccc2[nH]cc(CCN=C(N)N)c2c1	9	0	104	4	-4	-5	99	-1	5.2
CN1CCN(c2ccc([N+](=O)[O-])c(N3CCCCC3)c2)CC1	-23	11	97	17	0	-9	105	-7	0.8
CCOc1ccccc1C1SCC(=O)Nc2c1c(=O)[nH]n2C(CC)CC (configuration not stated)	1	-2	90	10	-2	-1	89	-7	0.0
C=CCN1CC[C@@]2(C)c3cc(O)ccc3CC1[C@@H]2C	13	/	110	3	/	-1	107	5	8.4
Cc1cccc(C)c1OP(N)(=O)Oc1c(C)cccc1C	-13	-29	93	6	-4	-1	91	-22	-0.9
CC1=NN(Cc2c[nH]c3ccccc23)C(C)(C)C1	14	2	88	-8	3	-3	88	-12	-0.2
CCC(=Nc1ccc(OC)cc1OC)c1c(O)[nH]c(=O)[nH]c1=O	1	6	105	-5	1	-1	100	0	-0.6
CC1(C)Cc2c(sc3c2C(=O)NC(c2cccnc2)N3)CO1 (configuration not stated)	-4	-2	108	16	5	-4	105	10	0.8
O=C(c1ccc(Cl)cc1)C1CCCN(Cc2cccc3ncccc23)C1 (configuration not stated)	0	0	103	8	-11	-4	97	8	0.3
CCOc1ccc(-n2c(O)c(C=Nc3ccc(NC(C)=O)cc3)c(=O)[nH]c2=O)cc1	4	-19	103	21	5	-3	99	-1	-1.0

Quoted at random: 4 entries already listed
SMILES	CRFBP-R2 block	DNA FID counter	MEKK2wt PB1 HTS	SUMO HTRF inh	HCV NS3 hel inh	GalR3 antag	MEKK3 PB1 HTS	MEKK2 mut-MEK5	CRFBP-R2 agonist
CCC(=Nc1ccc(OC)cc1OC)c1c(O)[nH]c(=O)[nH]c1=O	1	6	105	-5	1	-1	100	0	-0.6
CN(C)/C=C/C(=O)C(Cl)(Cl)Cl	-2	1	105	-7	0	0	104	1	1.6
CCN(CC)C(=O)c1ccc(NC(=O)c2cn(-c3ccccc3)nc2-c2ccc(OC)cc2)cc1	-1	-51	102	-16	-13	2	106	2	1.0
O=P(Nc1ccccc1)(Nc1ccccc1)Oc1cccc(Cl)c1	-54	-26	102	-3	-8	0	104	3	-0.8

The list goes on:
SMILES	CRFBP-R2 block	DNA FID counter	MEKK2wt PB1 HTS	SUMO HTRF inh	HCV NS3 hel inh	GalR3 antag	MEKK3 PB1 HTS	MEKK2 mut-MEK5	CRFBP-R2 agonist
CC(=O)OCC[N+](C)(C)C	-17&-32&-42	3&-3	95&94	16	-1&-1	44*	112&120	6&7	26&42&30
CSCc1nnc2n1-c1ccc(Cl)cc1C(c1ccccc1)=NC2	-7	-24	100	-2	7	3	98	-3	-2.1
Cc1nonc1OCCNCCNc1ccc([N+](=O)[O-])c2cccnc12	8	18	101	48	-1	-2	96	-1	-0.2
CNCC(C)c1ccccc1 (configuration not stated)	-17	1	93	2	4	-3	93	-8	-0.7
Cc1ccc(N2C(=O)NC(=O)/C(=C/c3cnn(-c4ccc(C)cc4)c3)C2=O)cc1	-6	-13	95	13	0	-5	93	-1	9.6
CCCn1nc2ccccc2c1P(=O)(N1CCOCC1)N1CCOCC1	4	-7	101	19	7	-7	99	7	-0.2
CN1CC(C(=O)c2ccc(Cl)cc2)C(c2ccc(Cl)cc2Cl)C1 (configuration not stated)	-20	15	131	0	-50	-14	105	13	4.3
CCC(=NCCOc1ccc(Cl)cc1)c1c(O)n(C)c(=O)n(C)c1=O	-52	-19	/	-9	-5	0	/	/	5.8
CC1CCCCN1Cc1ccc(Cl)nc1 (configuration not stated)	3	1	87	-7	-2	2	91	-10	-1.2
CCC(=O)N1N=C2C3CCN(CC3)C2C1c1ccccc1 (configuration not stated)	20	2	96	-12	4	-1	89	-3	4.7
CSc1ncc(/C=C2/C(=O)NC(=O)N(C)C2=O)cn1	33	-5	/	17	-4	1	/	/	-1.3
Cc1cc(NC(=O)COC(=O)c2c(C)nn(Cc3ccccc3)c2C)no1	2	-22	104	-5	-5	-2	104	4	0.9
CCc1c(C)nc(N)nc1N1N=C1SC(C(C)=O)C(C)=O	0	0	94	-4	0	0	92	-6	1.7
O=C1NC(=O)N(Cc2cccs2)C(=O)/C1=C/c1ccc(N2CCOCC2)cc1	-23	-14	100	2	25	0	101	7	3.4
CCN1CCN(Cc2nc3ccc([N+](=O)[O-])cc3c(=O)n2-c2ccccc2F)CC1	1	10	100	-1	-4	-7	102	1	-0.5
O=c1[nH]c(=O)n(Cc2ccco2)c(O)c1C=NCc1cccs1	-23	-4	106	25	2	-6	106	3	1.5
COc1ccc(Cn2c(O)c(/C=N/NC(=O)c3ccccc3O)c(=O)[nH]c2=O)cc1	29	-11	96	-38	2	0	102	1	0.1
Cc1cccc(-n2c(/C=C/c3ccc([N+](=O)[O-])o3)nc3ccccc3c2=O)c1	-7	-20	80	34	61*	-1	104	-2	2.1
NP(=O)(OCC(F)(F)F)Oc1ccc(Cl)cc1 (configuration not stated)	-21	0	125	-1	7	0	101	25	-0.7
C=CCn1c(O)c(C(C)=Nc2ccc(C(=O)OCC)cc2)c(=O)[nH]c1=O	-23	1	101	20	4	-2	99	4	-3.3

Four consecutive compounds from above, for reference:
SMILES	CRFBP-R2 block	DNA FID counter	MEKK2wt PB1 HTS	SUMO HTRF inh	HCV NS3 hel inh	GalR3 antag	MEKK3 PB1 HTS	MEKK2 mut-MEK5	CRFBP-R2 agonist
COc1ccc(Cn2c(O)c(/C=N/NC(=O)c3ccccc3O)c(=O)[nH]c2=O)cc1	29	-11	96	-38	2	0	102	1	0.1
Cc1cccc(-n2c(/C=C/c3ccc([N+](=O)[O-])o3)nc3ccccc3c2=O)c1	-7	-20	80	34	61*	-1	104	-2	2.1
NP(=O)(OCC(F)(F)F)Oc1ccc(Cl)cc1 (configuration not stated)	-21	0	125	-1	7	0	101	25	-0.7
C=CCn1c(O)c(C(C)=Nc2ccc(C(=O)OCC)cc2)c(=O)[nH]c1=O	-23	1	101	20	4	-2	99	4	-3.3

Going on with the list.
SMILES	CRFBP-R2 block	DNA FID counter	MEKK2wt PB1 HTS	SUMO HTRF inh	HCV NS3 hel inh	GalR3 antag	MEKK3 PB1 HTS	MEKK2 mut-MEK5	CRFBP-R2 agonist
CC(=O)OC1(Cc2ccccc2)CN2CCC1c1ccccc12 (configuration not stated)	-6	-18	104	-2	0	-1	107	5	1.2
O=C(Nc1nccs1)c1c(O)c2c(n(Cc3ccco3)c1=O)CCCC2	-10	-5	-4.0*	16	16	3	108	5	-3.7
COCCOC(=O)c1c(C)n(C)c2ccc(OC(=O)N(C)C)cc12	-15	-27	99	-7	-4	-5	102	6	3.1
CCN(CC)CCN=C(C)c1c(O)n(-c2ccccc2OC)c(=O)[nH]c1=O	87*	-2	108	0	0	2	105	7	4.8
Cc1ccc2c(c1)C1CN(C)CCC1N2C(=O)Nc1cccc(C(F)(F)F)c1 (configuration not stated)	-25	14	127	12	-17	-1	103	15	-0.6
O=C1NC(=O)N(c2cccc(Br)c2)C(=O)/C1=C/c1ccsc1	-9	-1	89	-4	31	-4	97	-7	1.0
CN1CCN(c2ccc(N)cc2)CC1	-7	18	115	-10	4	0	80	10	0.1
COc1cc2[nH]c(=O)n(-c3ccccc3)c(=O)c2cc1OC	3	-3	112	8	-1	-3	104	6	-1.7

Screening results: PubChem, several laboratories

Only part of the results is shown (hit frequency here may not be typical).
